High-throughput results: PubChem, several laboratories
PGE2 EP2 inh: EP2 receptor (human) inhibition. C6 glioma cells expressing human EP2, cAMP TR-FRET; cells stimulated with saturating PGE2. inhibition, % at 25 µM. hit rate 0.52% among 260,000. AID 1422;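 active = percent inhibition above 40 after rounding to a whole number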;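 note: rat C6 glioma host cells with rolipram phosphodiesterase inhibitor present; the protocol text gives 20 µM as final concentration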
EP2 mod: EP2 receptor (human) modulation; P43116; EP2-expressing cells, cAMP HTRF FRET, PGE2 co-stimulation; induction, % at 25 µM; hit rate 0.83% among 260,000;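 active = compounds whose cAMP rise, as percent of the full-agonist control response, exceeds 60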;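 note: rat C6 glioma line stably carrying human EP2 under a CMV promoter; the protocol text gives 20 µM as final concentration; 100% = response of wells given 1 µM PGE2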
S1P4 ag: human S1P4 receptor agonism; S1P4-expressing cell line, agonist reporter assay; activation, % at 4.98 µM; hit rate 0.35% among 220,000; AID 1509; in the data active = activation above about 11%;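 note: 0% = DMSO vehicle and 100% = reference agonist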
Target sequence (O95977 whole entry, looked up): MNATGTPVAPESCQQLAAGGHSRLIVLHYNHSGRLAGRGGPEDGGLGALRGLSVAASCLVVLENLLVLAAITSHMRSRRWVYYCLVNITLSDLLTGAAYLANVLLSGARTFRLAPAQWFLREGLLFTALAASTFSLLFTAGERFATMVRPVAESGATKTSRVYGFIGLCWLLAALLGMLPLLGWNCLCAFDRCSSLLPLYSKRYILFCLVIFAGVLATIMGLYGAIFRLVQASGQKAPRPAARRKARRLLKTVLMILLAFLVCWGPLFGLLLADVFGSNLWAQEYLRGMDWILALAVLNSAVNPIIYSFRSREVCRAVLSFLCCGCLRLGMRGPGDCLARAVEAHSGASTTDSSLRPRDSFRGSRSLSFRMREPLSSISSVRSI
S1P4 antagonist: blocks the human S1P4 receptor; O95977; S1P4-expressing cells, antagonist mode, reporter read-out; inhibition, % at 4.98 µM; hit rate 0.26% among 220,000; AID 1510; in the data active = inhibition above about 29%;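 note: 0% = wells stimulated with agonist and 100% = vehicle wells without agonist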
NPY2 pot ag: potentiates or activates human NPY-Y2 receptor | P49146 | cells expressing NPY-Y2, potentiator/agonist read-out | activation, % at 3.6 µM | hit rate 0.45% among 220,000; in the data active = activation above about 27%;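 note: cells stimulated with NPY near EC25 plus isoproterenol at EC100; 0% = vehicle plus submaximal agonist and 100% = vehicle plus saturating agonist; some results beyond the cut were filed as inactive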
eIF4E 4G PPI: eIF4E/eIF4G interaction inhibition in translation initiation. P63073+Q04637. TR-FRET eIF4E-eIF4GI(517-606) binding, 2 h. inhibition, % at 21.7 µM. hit rate 0.37% among 220,000;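 active = inhibition above about 30%, limit read from the data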;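 note: 0% = full FRET control wells and 100% = background wells lacking eIF4GI fragment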
NPY1 pot ag: potentiates or activates human NPY-Y1 receptor. P25929. NPY-Y1 expressing cells, potentiator/agonist activation. activation, % at 3.6 µM. hit rate 0.37% among 220,000. AID 1304; in the data active = activation above about 33%, passing the limit was not always enough;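 note: cells stimulated with NPY at EC10 then isoproterenol at EC100; 0% = low agonist plus stimulus and 100% = saturating agonist plus stimulus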
Target sequence (P25929 whole entry, looked up): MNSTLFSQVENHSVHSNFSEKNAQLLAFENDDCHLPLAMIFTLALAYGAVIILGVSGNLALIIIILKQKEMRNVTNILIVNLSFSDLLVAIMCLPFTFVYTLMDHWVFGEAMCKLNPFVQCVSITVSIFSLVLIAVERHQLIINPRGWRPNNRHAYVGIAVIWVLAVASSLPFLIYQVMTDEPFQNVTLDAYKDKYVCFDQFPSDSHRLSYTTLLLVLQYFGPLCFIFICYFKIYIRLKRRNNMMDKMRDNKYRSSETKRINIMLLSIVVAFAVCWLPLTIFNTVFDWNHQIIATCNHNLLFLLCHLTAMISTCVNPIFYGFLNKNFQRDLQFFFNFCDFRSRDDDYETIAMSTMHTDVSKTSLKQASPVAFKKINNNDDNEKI
p97 ATPase inh: human p97 ATPase inhibition. inhibition, % at 8 µM. AID 1481. recombinant p97 ATPase, Kinase-Glo ATP luminescence, 3 h. P55072. hit rate 0.42% among 220,000; in the data active = inhibition above about 15%;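 note: 0% = DMSO vehicle and 100% = wells lacking enzyme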
NPY-Y1 antag: blocks the human neuropeptide Y Y1 receptor | hit rate 1% among 200,000 | HEK293-CNG Y1 cells, membrane potential fluorescence; NPY at EC95, then isoproterenol | inhibition, % at 3.6 µM | AID 1040;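 active = inhibition above the campaign mean inhibition of all tested compounds plus 3 SD, cut at about 20% in these data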;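 note: 0% = DMSO wells given NPY plus isoproterenol and 100% = isoproterenol alone without NPY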
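Material: HEK293 Y1/CNG channel cell line | Also added: NPY (25 nM), isoproterenol (1 µM), Ro 20-1724 (25 µM) | Compound: One concentration, 3.6 µM, in 0.4% DMSO | Schedule: 3 h dye uptake, 1 h room-temperature compound, 45 min post-isoproterenol | Signal: Membrane-potential fluorescent dye readout | Read-out: % inhibition of NPY effect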
Starred values were filed as active, the others as inactive; . = no result given; [ ] = another dose, or the depositor's remark.

Order of values – PGE2 EP2 inh	EP2 mod	S1P4 ag	S1P4 antagonist	NPY2 pot ag	eIF4E 4G PPI	NPY1 pot ag	p97 ATPase inh	NPY-Y1 antag
[1] Cc1ccc(C(=O)COC(=O)c2cc(=O)[nH]c3ccccc23)cc1C
  10	18	2.0	3	-2	10	-15	6	1
[2] Cc1ccc(-c2nc(SCC(=O)c3c(N)n(C)c(=O)n(C)c3=O)n[nH]2)cc1
  6	39	0.7	-25	4	1	-7	6	3
[3] O=C(O)COCC(=O)NCc1csc2ccc(Cl)cc12
  2	-2	0.1	-2	-13	2	-14	0	.
[4] CCN(CC)S(=O)(=O)N1CCC(C(=O)NCC2COc3ccccc3O2)CC1 (stereo not given)
  5	-17	0.2	-6	4	1	7	1	8
[5] COc1ccc(Nc2ccc(N3C(=O)CCCC3=O)cc2[N+](=O)[O-])cc1OC
  4	13	-0.1	-10	4	0	-21	6	4
[6] COc1ccc(NCc2nnc(SCC(=O)c3ccc(C)cc3)o2)cc1
  16	-34	3.9	6	-4	4	-11	2	7
[7] CC(C)(C)C(=O)Nc1ccc(C(=O)NCc2cccnc2)cc1
  16	1	1.2	-9	-4	-4	5	-1	3
[8] Cc1nc(-c2cccnc2)sc1C(=O)N/N=C/c1ccccc1Cl
  4	-21	-0.4	5	-20	21	11	8	.
[9] O=C(Nc1ccc(Oc2cccc(C(F)(F)F)c2)nc1)c1cccs1
  7	-49	-2.0	12	7	0	3	3	.
[10] CCCN(CCC)c1ccc(/C=N/NC(=O)CN2CCOCC2)cc1
  1	-25	0.0	8	-2	4	3	2	2
[11] COc1ccc(NC(=O)c2ccc(C(=O)Nc3ccc(OC)cc3OC)cc2)c(OC)c1
  7	-27	-0.9	-3	21	2	2	1	1
[12] Nc1nc2ccc(S(=O)(=O)c3ccc4nc(N)sc4c3)cc2s1
  4	-28	-1.5	-3	-5	6[fluorescence artefact?]	-23	3	1
[13] COC(=O)CN=Cc1c(O)n(-c2ccc(Cl)cn2)c(=O)c2ccccc12
  7	15	2.4	-15	4	1	2	-2	-4
[14] CCCCOc1cccc(C(=O)NC(=S)Nc2cccc(C(F)(F)F)c2)c1
  5	29	1.2	-24	-6	4[fluorescence artefact?]	-14	2	0
[15] CN(C(=O)COC(=O)CNC(=O)c1ccccc1Cl)c1ccccc1
  4	35	0.9	-14	-15	1	-19	1	-4
[16] Cc1nc2ccc(NS(=O)(=O)c3c(C)c(C)cc(C)c3C)cc2s1
  15	1	1.1	0	12	5	-6	2	0
[17] N#C/C(=C\c1c(N2CCCCCC2)nc2ccccn2c1=O)C(=O)NCc1ccco1
  4	-6	-0.8	0	-5	-4	-8	-2	.
[18] COC(=O)CSc1ccsc1C(=O)O
  17	32	0.0	-16	-7	2	4	5	3
[19] Cc1ccc(-n2c(N)c(C(=O)N3CCOCC3)sc2=S)cc1
  2	16	-0.9	9	16	0	8	7	1
[20] COc1ccc(C2=C(Nc3ccc(F)cc3)c3ccccc3C2=O)cc1
  4	26	0.6	2	-1	3[fluorescence artefact?]	-16	0	-5
[21] COc1cccc(N2CCN(C(=S)NCc3ccco3)CC2)c1
  8	-14	0.5	-8	-18	4	15	-4	-2
[22] Cn1c(=O)[nH]c2nnc(-c3ccc(Cl)c(Cl)c3)nc2c1=O
  13	-11	-0.3	-10	2	-6	2	3	.
[23] Clc1ccc(-c2csc(-c3ccno3)n2)cc1
  8	25	1.0	-14	-6	0	-13	2	.
[24] Cc1cc(C(=O)COC(=O)CC2Sc3ccccc3NC2=O)c(C)n1-c1ccc2c(c1)OCO2 (stereo not given)
  3	-5	-1.6	-5	-3	-2	-45	9	3
[25] CC(CN1CCOCC1)OC(=O)CCc1ccccc1 (stereo not given)
  1	17	1.9	-14	-24	3	0	2	-1
[26] Cc1ccc2nc(SC(C)C(=O)Nc3cccc([N+](=O)[O-])c3)[nH]c2c1 (stereo not given)
  9	-32	-1.7	-24	-6	4	-34	2	9
[27] COc1cc(NC(=O)C2CCCN2S(=O)(=O)c2ccc3c(c2)CCC(=O)N3)cc(OC)c1 (stereo not given)
  0	-25	1.8	-18	-5	3[fluorescence artefact?]	7	6	2
[28] CC(C)=C1C2CCC1C1C(=O)N(c3nc(-c4ccc(C(C)C)cc4)c(C)s3)C(=O)C21 (stereo not given)
  8	20	0.5	-1	-17	0	-3	-1	12
[29] Cc1ccc(C)c(NC(=S)NNC(=S)Nc2ccc(C(C)C)cc2)c1
  9	46	0.1	-7	-17	-2	2	0	1
[30] Cc1cccc(C)c1NC(=O)CN(C)CC(=O)Nc1ccccc1Oc1ccccc1
  4	42	2.1	-23	2	-3	-2	3	21*

Structures listed so far marked active in NPY-Y1 antag.
No. | Molecule | EP2 mod | S1P4 ag | S1P4 antagonist | NPY2 pot ag | eIF4E 4G PPI | NPY1 pot ag | p97 ATPase inh | NPY-Y1 antag
30 | Cc1cccc(C)c1NC(=O)CN(C)CC(=O)Nc1ccccc1Oc1ccccc1 | 42 | 2.1 | -23 | 2 | -3 | -2 | 3 | 21*

Next results
Order of values – PGE2 EP2 inh	EP2 mod	S1P4 ag	S1P4 antagonist	NPY2 pot ag	eIF4E 4G PPI	NPY1 pot ag	p97 ATPase inh	NPY-Y1 antag
[31] NC(N)=N/N=C/c1ccc(Cl)c([N+](=O)[O-])c1
  6	-43	-0.6	-1	-12	0	-1	4	4
[32] CCOc1ccc(C(=O)NC(C(=O)NCc2ccccn2)C(C)C)cc1 (stereo not given)
  .	24	-2.2	-2	-10	15	-17	5	-1
[33] CC(=O)N1CCC2(CC1)C(C#N)=C(N)Oc1n[nH]c(C)c12
  5	25	2.3	-15	9	-1	16	5	4
[34] CCOC(=O)Nc1ccc2c(c1)N(C(=O)CN(CC)CC)c1ccccc1C=C2
  3	14	-1.1	-12	7	3	-14	1	0
[35] COc1ccc(OC)c(NC(=O)c2ccc(Cl)cc2)c1
  4	19	-0.4	-1	-13	2	-9	-1	1
[36] COC(=O)c1cccc([N+](=O)[O-])c1CS(=O)(=O)c1ccc(C)cc1
  3	11	1.7	-3	-17	-3	-7	-2	-1
[37] Cc1cnc2cc([N+](=O)[O-])ccc2n1
  6	6	0.8	-8	13	21	11	6	-8
[38] CCOC(=O)CN(C(=O)c1ccccc1)c1ccccc1C
  14	11	1.9	4	17	-1	26	5	0
[39] O=C(Nc1ccccc1)C1CC(O)CN1S(=O)(=O)c1ccc([N+](=O)[O-])cc1 (stereo not given)
  6	-9	-0.3	0	-11	-2	-5	0	.
[40] Cc1c(Cc2ccccc2)c(=O)oc2cc(OCC(=O)c3ccccc3)ccc12
  6	4	1.2	-18	-11	-4	-4	1	-1
[41] CN(C)S(=O)(=O)c1cccc(C(=O)NCC2(N3CCOCC3)CCCCC2)c1
  7	-17	-0.5	3	-2	0	6	-5	.
[42] Nc1nnn(CC(=O)N/N=C/c2ccc(Cl)cc2Cl)n1
  7	-9	-0.3	6	11	3	-19	5	.
[43] CC1=C(C(=O)OCC2CCCO2)C(c2ccsc2)C2=C(CC(C)(C)CC2=O)N1 (stereo not given)
  3	-32	-2.3	13	8	0	17	4	1
[44] c1ccc(Nc2nc(N3CCCC3)nc(N3CCCC3)n2)cc1
  9	60	1.8	-3	-17	-7	-20	-12	10
[45] O=C(CCN1CCN(C/C=C/c2ccccc2)CC1)Nc1cccc(F)c1
  8	-31	0.7	-19	4	1	0	-5	9

Another view of part of the listing above.
nr | structure | PGE2 EP2 inh | EP2 mod | S1P4 ag | S1P4 antagonist | NPY2 pot ag | eIF4E 4G PPI | NPY1 pot ag | p97 ATPase inh | NPY-Y1 antag
40 | Cc1c(Cc2ccccc2)c(=O)oc2cc(OCC(=O)c3ccccc3)ccc12 | 6 | 4 | 1.2 | -18 | -11 | -4 | -4 | 1 | -1
31 | NC(N)=N/N=C/c1ccc(Cl)c([N+](=O)[O-])c1 | 6 | -43 | -0.6 | -1 | -12 | 0 | -1 | 4 | 4
41 | CN(C)S(=O)(=O)c1cccc(C(=O)NCC2(N3CCOCC3)CCCCC2)c1 | 7 | -17 | -0.5 | 3 | -2 | 0 | 6 | -5 | .

(listing goes on)
Order of values – PGE2 EP2 inh	EP2 mod	S1P4 ag	S1P4 antagonist	NPY2 pot ag	eIF4E 4G PPI	NPY1 pot ag	p97 ATPase inh	NPY-Y1 antag
[46] COc1ccc2cc(C(N)=O)c(=Nc3ccccc3)oc2c1
  9	36	0.3	-10	7	2	28	1	-7
[47] CCCn1c(N/N=C(C)\C=C\c2ccccc2)nc2c1c(=O)[nH]c(=O)n2C
  2	26	-0.6	-3	-2	0	14	2	5
[48] Cn1c(=O)c2c(nc(CN3CCc4ccccc4C3)n2Cc2ccc(F)cc2)n(C)c1=O
  6	.	0.5	-9	11	.	-9	-3	2
[49] Cc1ccccc1NC(=O)N1CCC(C(=O)c2ccc(F)cc2)CC1
  6	4	0.3	2	-4	1	-10	2	0
[50] COc1ccc(S(=O)(=O)N2CCOCC2)cc1NC(=O)Cc1ccccc1Cl
  11	-29	1.8	2	-3	-7	-17	-1	4
[51] CCc1ccc(NC(=O)N2CCN(c3ccc(F)cc3)CC2)cc1
  5	-9	0.9	-11	10	3	10	2	3
[52] O=C(CSc1nnc(SCC(=O)NCc2ccc3c(c2)OCO3)s1)NCc1ccc2c(c1)OCO2
  6	-14	-3.0	-15	-17	-12	-8	2	0
[53] COc1ccc(/C=C/C=C2\N=C(SC)SC2=O)cc1
  9	36	0.9	-7	2	1	2	-1	12
[54] N#Cc1c(NC(=O)c2cnn3cccnc23)sc2c1CCCC2
  17	20	0.2	-8	11	-1	4	8	1
[55] CC(=O)Nc1cc[n+](CC(=O)c2ccc(Cl)cc2)cc1
  11	-6	-0.8	5	8	3	7	2	.
[56] COc1cc(CN2CCN(C(=O)c3ccc(-c4ccccc4)cc3)CC2)cc(OC)c1OC
  7	-27	0.1	-10	-8	0	-5	-3	2
[57] CCCS(=O)(=O)N1CCC(C(=O)NCc2ccc3c(c2)OCO3)CC1
  7	3	-0.8	1	4	0	10	2	-5
[58] O=C(Nc1ccc(Cl)cc1)OCc1ccccn1
  14	-70	0.6	-20	1	3[fluorescence artefact?]	-10	-3	-4
[59] COc1cc(/C(C#N)=C/c2cccc3ccccc23)c([N+](=O)[O-])cc1OC
  4	24	0.2	17	9	2	-12	2	2

These rows are one share of the data; the hit share may differ from the screen's.
